Screening data as filed in PubChem BioAssay.
Tau fluor counter: counter-screen for tau fibril formation inhibitors; Potency, µM (titrated, usually from 57.7 µM), inactives show top-dose activity change, negative = decrease; tau K18 P301L Alexa594 fluorescence, heparin fibrillization; AID 1463; 280,000 compounds, 0.93% hits; also: nearly all actives have a fitted effect of over 55% in size
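Human K18 P301L tau (15 uM unlabeled plus 0.24 uM Alexa 594-labeled, final) in 100 mM sodium acetate pH 7 was mixed with compound and 20 uM heparin and incubated 6 hr at 37 C.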
ALDH1A1 block: ALDH1A1 (human) enzyme inhibition | P00352 | Purified ALDH1A1, NADH fluorescence, propionaldehyde substrate | Potency, µM (doses to about 75.3 µM), for inactives: at the highest dose activity, negative = inhibition, most hits filed as inhibitors | 220,000 compounds, 7.3% hits | AID 1030; active = well fitted inhibition curve with a large enough effect, not every such curve was filed as active; inconclusive = small, poorly fitted or top-dose-only effect, or another doubt; inactive = no such curve, though single readings can be large or run the other way;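 also: plate controls were no enzyme wells and a reference inhibitor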
GLA spleen mod: alpha-galactosidase A (human) modulation; P06280; Potency, µM (top dose mostly 80 µM), inactives show at the highest dose activity change, negative = inhibition, most hits filed as inhibitors; human spleen homogenate, 4MU-alpha-Gal fluorescence, 40 min; 240,000 compounds, 0.008% hits;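 also: 0% = enzyme with vehicle and -100% = no enzyme basal signal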
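qHTS titration in buffer at pH 5.0. Alpha-galactosidase activity in spleen homogenate was measured via 4-methylumbelliferone release from 1 mM fluorogenic substrate after 40 min at 37C and a pH 10 stop. AC50 came from Hill fits of control-normalized data.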
L3MBTL1 block: inhibitors of human L3MBTL1 | Q9Y468 | AlphaScreen L3MBTL1–H3K9me1 peptide binding | Potency, µM (top dose mostly 57.1 µM), for inactives: at the highest dose activity, negative = inhibition, actives largely listed as inhibitors | 230,000 compounds, 0.66% hits | AID 485360; also: nearly all actives have a fitted effect of over 60% in size
Target sequence (Q9Y468 whole entry, looked up): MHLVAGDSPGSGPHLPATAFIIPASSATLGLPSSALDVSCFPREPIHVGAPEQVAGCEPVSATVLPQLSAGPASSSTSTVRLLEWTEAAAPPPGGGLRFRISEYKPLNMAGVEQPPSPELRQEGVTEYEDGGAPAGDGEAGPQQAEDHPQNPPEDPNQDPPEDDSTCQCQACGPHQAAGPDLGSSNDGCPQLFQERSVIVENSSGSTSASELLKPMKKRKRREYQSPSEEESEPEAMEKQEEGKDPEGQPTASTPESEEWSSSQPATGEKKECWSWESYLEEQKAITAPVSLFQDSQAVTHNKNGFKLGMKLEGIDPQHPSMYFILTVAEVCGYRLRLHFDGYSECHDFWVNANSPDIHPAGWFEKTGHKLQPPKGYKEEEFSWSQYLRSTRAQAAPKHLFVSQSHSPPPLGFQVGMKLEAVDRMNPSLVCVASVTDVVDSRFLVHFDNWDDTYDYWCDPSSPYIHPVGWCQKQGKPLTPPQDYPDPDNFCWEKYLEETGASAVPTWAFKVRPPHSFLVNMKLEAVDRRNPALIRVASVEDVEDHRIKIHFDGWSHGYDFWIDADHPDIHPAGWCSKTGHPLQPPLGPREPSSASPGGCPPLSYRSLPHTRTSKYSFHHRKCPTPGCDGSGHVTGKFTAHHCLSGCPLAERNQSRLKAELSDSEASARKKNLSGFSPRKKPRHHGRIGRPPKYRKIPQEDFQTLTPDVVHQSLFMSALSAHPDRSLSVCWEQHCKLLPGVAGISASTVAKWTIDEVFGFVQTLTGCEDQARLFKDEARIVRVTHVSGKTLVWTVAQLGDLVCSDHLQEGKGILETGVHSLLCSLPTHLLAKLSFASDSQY
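L3MBTL1 (50 nM) pre-complexed 30 min with biotinylated H3(1-15)K9me1 peptide (75 nM), then compounds added for 30 min at room temperature; AlphaScreen streptavidin donor/nickel chelate acceptor beads (10 ug/mL final) read after 30 min dark incubation.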
Tau fibril FP: inhibitors of human tau fibril formation; AID 1468; Potency, µM (top dose mostly 57.7 µM), inactives show at the highest dose activity, negative = inhibition, most hits filed as inhibitors; P10636; K18 P301L tau heparin fibrillization, Alexa594 FP, 6 h; 280,000 compounds, 0.39% hits; also: nearly all actives have a fitted effect of over 55% in size
Target sequence (P10636 561-689 P618L limits assumed): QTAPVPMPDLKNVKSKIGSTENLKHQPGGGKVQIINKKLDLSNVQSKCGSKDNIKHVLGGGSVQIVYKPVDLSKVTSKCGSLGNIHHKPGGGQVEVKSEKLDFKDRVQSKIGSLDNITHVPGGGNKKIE
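K18 P301L tau (15 uM unlabeled/0.24 uM Alexa 594-labeled, final) + compound + heparin 20 uM final; 100 mM NaOAc pH 7; 6 hr 37 C; ThT 30 uM final added, 1 hr RT; FP ex 555/em 632 nm.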
Tau ThT inhib: tau fibrillization inhibition (ThT binding). P10636. recombinant tau K18 P301L (four-repeat tau fragment), heparin-induced fibrillization, ThT fluorescence. Potency, µM (top dose mostly 57.4 µM), for inactives: at the highest dose activity, negative = inhibition, actives largely listed as inhibitors. 270,000 compounds, 2.1% hits; also: nearly all actives have a fitted effect of over 55% in size
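K18 P301L tau (15 uM + 0.24 uM Alexa 594-tagged), heparin 20 uM, NaOAc pH 7, 6 h 37 C; ThT 30 uM, 1 h RT, ex 450/em 510 nm.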
TRb-SRC2 inh: disrupts binding of human TR beta to SRC2; P10828; TRbeta-SRC2 peptide binding, fluorescence polarization; receptor liganded with 1 µM T3; Potency, µM (top dose mostly 106 µM), inactives show at the highest dose activity change, negative = inhibition, actives largely listed as inhibitors; 280,000 compounds, 0.065% hits; AID 1469;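 also: plate controls were bound peptide for no effect and peptide without receptor for full effect; nearly all actives have a fitted effect of over 50% in size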
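Each compound concentration gave % activity, normalized to unbound and bound Texas Red SRC2 controls, from polarization read after 5 hr ambient incubation with T3-loaded human TRb LBD.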
TexasRed fluor: counter-screen for TRb-SRC2 inhibitors: fluorescence interference; TRb/SRC2 Texas Red total fluorescence interference; Potency, µM (doses to about 106 µM), for the others: top-dose fluorescence change, negative = quenching; 280,000 compounds, 0.29% hits; AID 1479; active = well fitted curve in either direction with a large enough effect; inconclusive = small, poorly fitted or top-dose-only effect
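Human TRβ ligand-binding domain (0.6 uM) and Texas Red SRC2 peptide (20 nM) in Tris buffer with 1 uM T3 and 5% DMSO were incubated with pinned compound for 5 hr at ambient temperature. Total fluorescence was computed as S + 2P (555/632 nm).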
An asterisk follows results filed as active; ? = inconclusive; / = not tested or not shown; & = joins results of further samples; [ ] = another dose, or the depositor's remark. Unless noted, calls follow the shape of the dose curve; as a rule, active = well fitted curve in the direction sought with a large enough effect; inconclusive = small, poorly fitted or top-dose-only effect, or another doubt; inactive = no such curve, though single readings can be large; an effect the other way counts as inactive or inconclusive. Unless noted, % is scaled to controls: 0 for no effect and ±100 for the full control effect; potency is read from the fitted curve at half-maximal effect.

smiles | Tau fluor counter | ALDH1A1 block | GLA spleen mod | L3MBTL1 block | Tau fibril FP | Tau ThT inhib | TRb-SRC2 inh | TexasRed fluor
Cc1ccc(S(=O)(=O)N(C)CC(=O)Nc2ccccc2)cc1 | -8% | 5% | -4% | / | -5% | -6% | -2% | -1%
CCOC(=O)N1CCN(C(=O)c2ccc(OCC)c(OCC)c2)CC1 | -1% | -3% | -4% | 2% | -2% | -1% | -19% | 6%
CCC1CN(C(=O)NCc2ccc(F)cc2)c2cc(Cl)ccc2O1 (stereo unspecified) | -18% | / | / | / | -4% | -9% | 0% | -19%
CCCc1cc(=O)n2[nH]c(NC(=O)c3ccc(C(C)(C)C)cc3)nc2n1 | 2% | / | / | / | 3% | -6% | 7% | -1%
COc1cc(NC(=O)Cn2cc(S(=O)(=O)c3ccccc3)c(=O)c3ccccc32)cc(OC)c1 | ? | / | / | / | ? | 20% | 1% | -1%
COc1ccc(C(=O)NCc2cn3ccc(C)cc3n2)cc1 | -1% | / | / | / | 4% | -3% | 1% | 1%
O=C(Nc1nnc(-c2ccccc2Cl)s1)C1CCN(S(=O)(=O)c2ccc(Cl)cc2)CC1 | -14% | -2% | -3% | 2% | -8% | -10% | 4% | 2%
COc1ccc(-c2nc3n(n2)C(c2ccc(O)cc2)C(C(=O)Nc2cccnc2)=C(C)N3)cc1OC (stereo unspecified) | -5% | / | / | / | 5% | -11% | 7% | -4%
CCN(CC)c1nc(N)c2c(N)n(-c3ccccc3C)c(=S)c(C#N)c2c1C#N | -7% | ? | 2% | / | -5% | 4% | 15% | 0%
COC(=O)c1ccc(NC(=S)NC(=O)c2c(-c3ccccc3)noc2C)cc1 | -23% | ? | -3% | -9% | -10% | -5% | 0% | -6%
O=C(COc1cccc(Cl)c1)N/N=C\c1cc2ccccc2nc1Cl | -14% | ? | 1% | -11% | -12% | -4% | -6% | -4%
CC1=C(C(=O)OC(C)C)C(c2cccc(F)c2)n2ncnc2N1 (stereo unspecified) | -3% | 7% | -4% | -7% | 4% | -10% | -7% | 0%
CCN(CC)CCCn1c(=S)[nH]c2cc(Cl)ccc2c1=O | 4% | 0% | 7% | 3% | 0% | 7% | 1% | 2%
CCc1cccc(CC)c1NC(=O)CN(C)S(=O)(=O)c1ccc2c(c1)n(C)c(=O)c(=O)n2C | -1% | / | / | / | 1% | -14% | -2% | -1%
CCCc1nn2c(=O)cc(COC(=O)c3cccc(NC(=O)COc4ccccc4C)c3)nc2s1 | -8% | / | / | / | 5% | ? | 0% | 3%
COc1ccc(CCn2nnnc2C(c2ccc(Cl)cc2)N2CCN(C)CC2)cc1OC (stereo unspecified) | -6% | -13% | -1% | -6% | 6% | -9% | -4% | 3%
Cc1ccc(C(=O)Nc2cccnc2)cc1S(=O)(=O)N1CCOCC1 | -11% | -3% | 4% | / | -12% | -15% | -7% | -4%
CCCOC(=O)c1cc(=O)[nH]c2ccccc12 | -3% | 4% | -4% | -12% | -4% | 0% | -4% | -4%
O=C(Nc1ccccc1)N1CCN(Cc2ccc(Cl)cc2)CC1 | 1% | -3% | -1% | -4% | -8% | 1% | 1% | -2%
COc1ccc(CCNC(=O)CSc2nncs2)cc1 | 3% | 7% | -1% | 5% | 4% | -2% | -7% | 1%
CO/N=C/NC(=O)c1ccc([N+](=O)[O-])c(CS(=O)(=O)c2ccc(Cl)cc2)c1 | -10% | 6% | -3% | 1% | -10% | -7% | 1% | 1%
Cc1cc(NC(=O)CSc2nnc(-c3cccnc3)n2Cc2ccccc2)no1 | 5% | 7% | 6% | 3% | 3% | 0% | -8% | 0%
O=C(NCc1ccc(F)cc1)c1cnc(N2CCCCC2)c2ccccc12 | -19% | / | / | / | -7% | -11% | -4% | -3%
Cn1cc(S(=O)(=O)NCc2ccc(Cl)cc2)c(=O)n(C)c1=O | -10% | / | 8% | / | -4% | / | 2% | 2%
O=C(NCCOc1ccccc1)c1cncc(Br)c1 | -13% | 13% | 4% | / | -3% | -14% | -5% | -6%
O=C(CSc1nnc(-c2ccc3c(c2)OCCO3)o1)NC1CCCCC1 | 1% | 11% | 4% | 3% | 6% | 0% | 0% | -6%
Cc1cc(C)n(CCN(C)c2nc3nonc3nc2N2CCCCC2)n1 | -7% | 4% | 5% | 7% | -3% | -6% | 3% | 0%
O=c1c2ccc(Cl)cc2[nH]c(=S)n1CCCN1CCOCC1 | 4% | 15% | 7% | 7% | 0% | 3% | 8% | 1%
O=C1C=C(NCc2ccc(Cl)cc2Cl)C2(CCCCC2)O1 | -15% | ? | -3% | / | 0% | -9% | -1% | -2%
C=CCC(C)(O)/C=C/c1ccccc1 (stereo unspecified) | -3% | 1% | 6% | / | -3% | -1% | 4% | -2%
O=C(NCc1ccccn1)c1cccc(NS(=O)(=O)c2cccc(Cl)c2)c1 | -5% | ? | 2% | 1% | 0% | -1% | 6% | -1%
O=C(O)C1CC(=O)N(C2CCCCCC2)C1 (stereo unspecified) | -1% | 3% | -4% | / | -1% | -4% | 3% | -5%
Cc1cccc(C#Cc2ccccc2)n1 | -5%&-11%&-8% | -8%&16% | -2%&5%&8% | 4% | -4%&-5%&3% | -7%&1%&-7% | 7%&-6%&11% | -8%&0%&-1%
COC(=O)C1=C(C)N(Cc2ccccc2)C(=O)N[C@H]1c1cccs1 | -10%[11.6 µM] | -1%[13.5 µM] | 8%[17.5 µM] | / | -2%[11.6 µM] | -3%[11.5 µM] | 6%[11.2 µM] | 3%[11.2 µM]
CCOc1ccc(Br)cc1S(=O)(=O)Nc1ccc(C(=O)Nc2ccccc2OC)cc1 | -20% | 16µM* | -1% | -2% | ? | 15% | 3% | -2%
CN(C)c1ccc(C(CNS(=O)(=O)c2ccc(F)c(F)c2)c2c[nH]c3ccccc23)cc1 (stereo unspecified) | 8% | -13% | 4% | ? | 3% | 4% | -4% | -1%
CCN(CC)CCSc1nc2ccccc2c(=S)n1-c1ccccc1 | -14% | -3% | -1% | / | 0% | ? | 3% | -1%
CCN1CCN(C(=O)c2cc3cc4ccc(OC)cc4nc3s2)CC1 | -7% | ? | 4% | / | 4% | -4% | 0% | 1%
CC(=O)CC1(C)OC(N)=C(C#N)C1(C#N)C#N (stereo unspecified) | -13% | 9% | 0% | -1% | ? | ? | 5% | 3%
COc1ccc(NC(=O)c2cccs2)cc1 | -2% | -4% | 3% | 0% | 0% | -13% | 2% | -2%
Cc1ccc(O)c(NC(=O)CN(C)S(=O)(=O)c2ccc(Cl)cc2)c1 | -14% | / | 2% | 4% | 1% | -4% | 0% | -2%
COc1cc(OC)c2c(-c3ccccc3)cc(=O)oc2c1C(CC(=O)N1CCCC1)c1ccc2c(c1)OCO2 (stereo unspecified) | -3% | / | 2%&-2% | / | 9% | -12% | -3%&9% | -3%&-2%
Cc1ccc(CNC(=O)C2CCCN(S(=O)(=O)c3ccc4c(c3)oc(=O)n4C)C2)cc1 (stereo unspecified) | -12% | / | / | / | -2% | -7% | 2% | 0%
Cc1ccc(C)c(N2CCN(C(=O)Cn3nc(Cc4cccnc4)c4ccccc4c3=O)CC2)c1 | 0% | / | / | / | -2% | -5% | 4% | 0%
Cc1ccc2c(c1)-c1c(ssc1=S)C(C)(C)N2C(=O)CN1C(=O)c2ccccc2C1=O | ? | 1% | 2% | -11% | -1% | -18% | 4% | -4%
CCN(CC)CCc1nc(-c2ccccc2)no1 | / | 2%[20.9 µM] | -1%[29.1 µM] | -3% | / | / | 0%[53 µM] | -2%[53 µM]
Cc1cc(NC(=O)CSc2nnc(C3COc4ccccc4O3)o2)no1 (stereo unspecified) | 1% | 7% | 9% | -3% | -3% | -7% | -5% | -4%
O=C(COc1ccccc1)NC1CCCc2ccccc21 (stereo unspecified) | 1% | -8% | 2% | 12% | 1% | 1% | 5% | 0%
Cc1c(CCC(=O)NCCc2ccccc2F)c(=O)oc2cc(O)ccc12 | ? | / | / | / | -5% | ? | 2% | -24%
CCc1ccc(C2CC(=O)N(c3cccc(C(F)(F)F)c3)C3=C2C(=O)OC3)cc1 (stereo unspecified) | -22% | / | / | / | 4% | -4% | 4% | -8%
Cc1ccc(N2CC(C)Cn3c2nc2c3c(=O)n(Cc3cccc(Cl)c3)c(=O)n2C)cc1 (stereo unspecified) | 3% | / | / | / | 3% | -3% | 3% | -1%

Filtered by structure, the entries above containing an aryl methoxy group (9)
smiles | Tau fluor counter | ALDH1A1 block | GLA spleen mod | L3MBTL1 block | Tau fibril FP | Tau ThT inhib | TRb-SRC2 inh | TexasRed fluor
COc1cc(NC(=O)Cn2cc(S(=O)(=O)c3ccccc3)c(=O)c3ccccc32)cc(OC)c1 | ? | / | / | / | ? | 20% | 1% | -1%
COc1ccc(C(=O)NCc2cn3ccc(C)cc3n2)cc1 | -1% | / | / | / | 4% | -3% | 1% | 1%
COc1ccc(-c2nc3n(n2)C(c2ccc(O)cc2)C(C(=O)Nc2cccnc2)=C(C)N3)cc1OC (stereo unspecified) | -5% | / | / | / | 5% | -11% | 7% | -4%
COc1ccc(CCn2nnnc2C(c2ccc(Cl)cc2)N2CCN(C)CC2)cc1OC (stereo unspecified) | -6% | -13% | -1% | -6% | 6% | -9% | -4% | 3%
COc1ccc(CCNC(=O)CSc2nncs2)cc1 | 3% | 7% | -1% | 5% | 4% | -2% | -7% | 1%
CCOc1ccc(Br)cc1S(=O)(=O)Nc1ccc(C(=O)Nc2ccccc2OC)cc1 | -20% | 16µM* | -1% | -2% | ? | 15% | 3% | -2%
CCN1CCN(C(=O)c2cc3cc4ccc(OC)cc4nc3s2)CC1 | -7% | ? | 4% | / | 4% | -4% | 0% | 1%
COc1ccc(NC(=O)c2cccs2)cc1 | -2% | -4% | 3% | 0% | 0% | -13% | 2% | -2%
COc1cc(OC)c2c(-c3ccccc3)cc(=O)oc2c1C(CC(=O)N1CCCC1)c1ccc2c(c1)OCO2 (stereo unspecified) | -3% | / | 2%&-2% | / | 9% | -12% | -3%&9% | -3%&-2%
